F508del corr: CFTR F508del correction in bronchial cells. CFBE cells, YFP halide quenching; stimulated with forskolin plus potentiator P3; % fluorescence drop versus neutral controls. activity (quench increase), % at 7.58 µM. hit rate 0.36% among 350,000. AID 720511;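 active = mean added fluorescence quench of at least 8% versus neutral control, with both replicates also reaching 8%; inconclusive = only one of the mean or replicate conditions met; inactive = mean below 8% and not both replicates reaching 8%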;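 also: cells transiently co-express mutant CFTR-F508del with the halide-sensitive YFP; corrector assay measuring rescue of mutant channel to the surface after 24 h compound exposure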
EWS-Fli block: blocks EWS/Fli oncoprotein-driven transcription; inhibition, % at 12.6 µM; A673 NR0B1-luciferase reporter, viability-normalised; AID 651661; hit rate 0.67% among 350,000;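 active = mean inhibition of at least 50% after viability correction, with every replicate also passing that limit; inconclusive = mean reaches 50% but only one of two replicates passes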;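 also: firefly luciferase signal divided by Alamar Blue viability fluorescence both relative to DMSO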
XiGFP reactiv: reactivates the inactive X chromosome in mouse fibroblasts; XiGFP mouse fibroblasts, % GFP-positive cells imaging, 3 d; cells co-treated with 5-aza-dC sensitizer; scaled so ellipticine positive control = 100%; activation, % at 7.58 µM; hit rate 0.055% among 360,000;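 active = mean normalized replicate activation at least 10% and every replicate at or above 10%; inconclusive = only one of the two criteria met; inactive = mean below 10% and not all replicates reach 10%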;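 also: 0% = median of on-plate neutral control wells and 100% = ellipticine 6 µM median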
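Schedule: 3 d treatment, 15 min room-temperature fixation; system: 68-5-11 XiGFP fibroblast line; buffer or medium: DMEM plus 5-aza-dC sensitizer; control set: ellipticine 6 µM positive control; compound: one concentration, pinned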
PAX8 inh HTS: inhibitors of PAX8 transcriptional activity in RMG-I cells | hit rate 1.2% among 360,000 | RMG-I TPO-luciferase reporter, SteadyGlo, 24 h | AID 652154 | inhibition, % at 12.6 µM;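 active = mean replicate inhibition at least 60% with every replicate also reaching 60%; inconclusive = only one of the two criteria is met; inactive = mean below 60% and not all replicates reaching 60%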;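 also: luciferase light reporting Pax8 driven TPO promoter activity; plate controls were median of neutral control wells for no effect and mitoxantrone controls for full effect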
ARNT TACC3 PPI: disruptors of human ARNT/TACC3 interaction; hit rate 0.66% among 390,000; inhibition, % at 9.99 µM; Q9Y6A5; AlphaScreen His-ARNT PAS-B/GST-TACC3 binding, luminescence; TACC3 fragment carries E629A point mutation;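 active = mean inhibition of replicates at least 50% and at least half of replicates each reaching 50%; inconclusive = half or more replicates reach 50% but mean below 50%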;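 also: 0% = complete ARNT plus TACC3 wells and 100% = ARNT alone without TACC3; many hits fall short of the cut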
INS-1E GSIS act: GLuc luminescence reporter in INS-1E cells, primary screen for activators of glucose-dependent secretion of insulin. INS-1E GLuc reporter insulin secretion, 2-3 h. activation, % at 16.6 µM. hit rate 0.61% among 370,000;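 active = lowest replicate activation of at least 40%, so every replicate reaches that level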;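 also: 0% = median of neutral control wells and 100% = median of IBMX positive control wells; some compounds called inactive have numbers as strong as hits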
ERp5 block: blocks human ERp5 reductase activity on insulin. ERp5 insulin aggregation, absorbance 650 nm, 90 min. hit rate 0.05% among 350,000. inhibition, % at 9.99 µM. Q15084;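 active = mean replicate inhibition above about 25%, with every replicate also reaching it, limit read from the data, passing the limit was not always enough; inconclusive = only one of those two criteria met; inactive = neither criterion met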
Target sequence (Q15084 whole entry, looked up): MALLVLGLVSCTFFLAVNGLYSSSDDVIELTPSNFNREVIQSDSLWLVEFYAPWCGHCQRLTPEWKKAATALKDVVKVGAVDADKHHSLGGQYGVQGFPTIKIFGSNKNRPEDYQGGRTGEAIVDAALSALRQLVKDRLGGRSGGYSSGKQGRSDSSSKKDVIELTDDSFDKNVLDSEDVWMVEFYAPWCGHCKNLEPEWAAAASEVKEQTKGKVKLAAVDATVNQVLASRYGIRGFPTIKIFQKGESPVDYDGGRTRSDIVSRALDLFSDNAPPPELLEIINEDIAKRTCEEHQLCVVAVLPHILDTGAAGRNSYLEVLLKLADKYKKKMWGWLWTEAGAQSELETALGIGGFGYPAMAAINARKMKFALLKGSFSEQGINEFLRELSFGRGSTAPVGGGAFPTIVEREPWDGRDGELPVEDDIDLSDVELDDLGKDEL
DENV2 CPE: protects cells from dengue virus 2 cytopathic effect. DENV2-infected cells, cytopathic effect rescue, plate reader. CPE inhibition, % at 9.99 µM. hit rate 1.7% among 350,000. AID 651640; in the data active = CPE inhibition above about 20%, passing the limit was not always enough; inconclusive = no clear call, values can overlap the other calls; tested in BHK-21 cells;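 also: 0% = median of neutral control wells and 100% = median of positive control wells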
* = called active by the depositor; ? = inconclusive; / = no result given.

SMILES | F508del corr | EWS-Fli block | XiGFP reactiv | PAX8 inh HTS | ARNT TACC3 PPI | INS-1E GSIS act | ERp5 block | DENV2 CPE
CCCNC(=S)NNC(=O)c1cc(-c2cccnc2)nc2ccccc12 | -0.6 | / | 0.0 | -5 | / | 2 | 2 | -8
COc1cccc(/C=C/C(=O)Nc2ccc(C(=O)Nc3cccc(S(N)(=O)=O)c3)cc2)c1OC | 0.4 | -12 | 0.0 | -16 | -1 | 11 | 1 | 2
Cc1ccccc1OC(C)C(=O)Nc1ccc2c(c1)OCO2 (stereo not drawn) | 0.3 | / | 0.7 | -6 | -2 | 10 | 18 | 15
Nc1[nH]nc2nc3ccccc3cc12 | -1.9 | 0 | 0.4 | -9 | 4 | -3 | 3 | -4
C[C@@H]1CN([C@@H](C)CO)C(=O)c2cc(NC(=O)NC3CCCCC3)ccc2O[C@@H](C)CCCCO[C@@H]1CN(C)C(=O)Cc1ccccc1 | 0.5 | 9 | -0.7 | 16 | -10 | -9 | / | -7
CN1C[C@@H](CO)O[C@@H](n2cnc3c(N4CCN(CCO)CC4)ncnc32)C1 | -0.1 | -7 | 0.0 | -15 | / | 0 | 1 | -5
CC(/C=C/c1ccco1)=N/NC(=O)C1COc2ccccc2O1 (stereo not drawn) | -11 | -1 | -0.1 | -9 | -3 | -24 | 1 | 3
O=C(Nc1ccccc1)/C(=C\c1ccccc1)NC(=O)c1ccco1 | -0.3 | 11 | 0.1 | 7 | / | -7 | -2 | 6
O=c1c2ccccc2[nH]c(=S)n1CCN1CCCCC1 | -0.3 | -2 | 0.0 | -12 | -3 | -5 | 7 | /
CCN1C[C@@H](C)[C@H](OC)CN(C)C(=O)c2cc(NC(=O)c3ccno3)ccc2OC[C@H]1C | -1.8 | 15 | 0.0 | / | -6 | -1 | 6 | 20*
C[N+](C)(C)C[C@H](O)CC(=O)[O-] | -1.3 | -1 | / | / | -1 | 7 | 1 | -3
CCCC(=O)N1CCOCC1c1cc(C(=O)Nc2ccccc2)no1 (stereo not drawn) | 0.3 | -17 | 0.1 | -9 | / | -11 | -2 | 0
Cc1ccc(CNC(=O)CCCc2cn(C)c3ccccc23)cc1 | -3.2 | -1 | 0.1 | 5 | -2 | 1 | 3 | -5
Cc1ccc(N)cc1O | 0.5 | 5 | / | / | / | -11 | 4 | -12
O=C(C[C@H]1CC[C@@H]2[C@H](COC[C@@H](O)CN2Cc2ccc3c(c2)OCO3)O1)N1CCOCC1 | -0.3 | -2 | 0.0 | 0 | 0 | 21 | 9 | 1
Cc1ccc(S(=O)(=O)Nc2ccc3c(c2)CC(=O)N([C@@H](C)CO)C[C@H](C)[C@@H](CN(C)Cc2ccccc2)O3)cc1 | 5.8 | -3 | -0.5 | 11 | -1 | -15 | 0 | 11
O=C(NCC1CCCO1)c1cc(S(=O)(=O)N2CCCCC2)ccc1Cl (stereo not drawn) | 1.5 | -3 | 0.0 | -14 | 7 | -7 | -9 | -3
CCc1cccc(NC(=O)COC(=O)CSc2ccc(C)cc2)c1 | 1.0 | -3 | 0.1 | 1 | / | 2 | 1 | -6
C[C@@H]1CN([C@H](C)CO)C(=O)c2cc(NC(=O)NC3CCCCC3)ccc2O[C@@H](C)CCCCO[C@H]1CN(C)C(=O)c1ccncc1 | -0.6 | -5 | 0.1 | -7 | -7 | -4 | / | -1
COC(=O)[C@@]1(Sc2ccc(C)cc2)CC(=O)N(C(=O)C2CC2)[C@@H]1c1ccccc1 | 1.7 | -9 | 0.2 | -11 | / | 4 | 4 | -8
Cc1nc2ccccc2c(=O)n1-c1cccc(NC(=O)c2cccs2)c1 | -2.9 | -7 | 0.0 | 19 | -6 | 1 | -4 | 5
COc1cccc(/C=C(\C#N)C(=O)NC2CCS(=O)(=O)C2)c1 (stereo not drawn) | -1.4 | -2 | 0.0 | -23 | -7 | 3 | 7 | 13
COc1ccc(CNC(=O)c2ccccc2NC(=O)C2=CSCCO2)c(OC)c1 | -0.7 | / | 0.0 | 6 | -2 | 9 | -3 | 3
CN(NS(C)(=O)=O)c1ncc(C(F)(F)F)cc1Cl | 0.8 | 9 | 0.1 | -2 | / | 0 | 1 | -4
COc1cccc(N=Cc2c(O)c3ccccc3oc2=O)c1 | 3.0 | 14 | 0.0 | 7 | -6 | 0 | 6 | -6
COc1ccc(OCc2cccc(C(=O)Nn3cc([N+](=O)[O-])cn3)c2)cc1 | / | / | / | 93* | -4 | -21 | -6 | /
CC(OC(=O)CCCN=C1NS(=O)(=O)c2ccccc21)C(=O)Nc1ccc(F)c(F)c1F (stereo not drawn) | 3.3 | 0 | -0.1 | -3 | -25 | -1 | 0 | 1
CC12C=CC(=O)C=C1C(F)CC1C3CCC(O)(C(=O)CO)C3(C)CC(O)C12F (stereo not drawn) | 5.1 | -3 | 0.1 | 7 | -4 | -7 | -3 | -9
C[C@H](CO)N1C[C@H](C)[C@@H](CN(C)C(=O)Nc2ccc3c(c2)OCO3)OCCCC[C@H](C)Oc2ccc(NC(=O)Nc3ccc(C(F)(F)F)cc3)cc2C1=O | 2.6 | 5 | -1.0 | / | 3 | 16 | 4 | 1
Cc1ccc(S(=O)(=O)N(C)C[C@H]2Oc3c(NC(=O)c4nc5ccccc5s4)cccc3C(=O)N([C@H](C)CO)C[C@H]2C)cc1 | -0.2 | 5 | -0.7 | / | -4 | 6 | 5 | -9
C=CCn1c(CCc2ccccc2)nnc1SCC(=O)OC | 0.8 | -3 | 0.0 | 2 | -4 | -2 | 0 | -2
Cc1cccc(CN2CCC(n3nccc3NC(=O)CCCc3ccccc3)CC2)c1 | 0.7 | 7 | 0.0 | 23 | / | -32 | 1 | 1
COc1ccc(-c2csc3ncnc(N4CCN(c5cccc(C)c5C)CC4)c23)cc1 | -2.9 | 7 | 0.0 | -14 | 3 | 31 | -8 | -8
O=C(C[C@H]1CC[C@@H]2[C@H](COC[C@H](O)CN2Cc2cc(F)ccc2F)O1)N1CCc2ccccc2C1 | -0.3 | 18 | 0.1 | 14 | 2 | 9 | 0 | 8
COc1ccc([N+](=O)[O-])cc1NC(=O)COC(=O)/C=C/c1ccco1 | / | 12 | 0.0 | 10 | -8 | / | -1 | 4
CNC[C@H]1OCCCC[C@H](C)Oc2ccc(NC(=O)NC(C)C)cc2C(=O)N([C@H](C)CO)C[C@@H]1C | -2.8 | / | 0.0 | -1 | -5 | 10 | 2 | -7
c1ccc(C2CSc3ccccc3N2)cc1 (stereo not drawn) | 0.1 | -107 | -0.1 | -83 | -1 | -8 | 0 | -3
Cc1ccc(S(=O)(=O)N2[C@@H](c3ccc(Cl)cc3)C(C(=O)O)=C[C@H]2CC2CCCC2)cc1 | 1.3 | -3 | 0.1 | -9 | 22 | -3 | -2 | -3
CCC(C)[C@H](NC(=O)NCc1ccc(F)cc1)C(=O)O (stereo partly drawn) | 1.0 | 0 | 0.0 | -3 | -2 | 16 | 0 | -2
C[C@H]1CN([C@@H](C)CO)S(=O)(=O)c2ccc(-c3ccncc3)cc2O[C@H]1CN(C)C(=O)Nc1ccc(F)cc1 | 1.9 | 3 | 1.1 | / | -2 | -10 | 4 | 3

2 neighbouring entries from above, for reference:
SMILES | F508del corr | EWS-Fli block | XiGFP reactiv | PAX8 inh HTS | ARNT TACC3 PPI | INS-1E GSIS act | ERp5 block | DENV2 CPE
CCC(C)[C@H](NC(=O)NCc1ccc(F)cc1)C(=O)O (stereo partly drawn) | 1.0 | 0 | 0.0 | -3 | -2 | 16 | 0 | -2
C[C@H]1CN([C@@H](C)CO)S(=O)(=O)c2ccc(-c3ccncc3)cc2O[C@H]1CN(C)C(=O)Nc1ccc(F)cc1 | 1.9 | 3 | 1.1 | / | -2 | -10 | 4 | 3

(next part)
SMILES | F508del corr | EWS-Fli block | XiGFP reactiv | PAX8 inh HTS | ARNT TACC3 PPI | INS-1E GSIS act | ERp5 block | DENV2 CPE
CCCC(=O)Nc1nc2ccc(C(=O)OCC)cc2s1 | -1.8 | -50 | 0.0 | -95 | -5 | / | -6 | -8
CCOc1ccc2c(=O)c(-c3ccc4c(c3)OCCCO4)c(C)oc2c1 | / | / | -0.1 | 6 | -2 | 1 | / | /
Cc1cccc(NC(=O)COC(=O)c2ccc(S(=O)(=O)N3CCCCCC3)cc2)c1 | 3.2 | 0 | 0.0 | -5 | 7 | -8 | 4 | -4
CC(NS(=O)(=O)c1ccc(Br)cc1)C(=O)NCc1ccco1 (stereo not drawn) | 1.6 | 2 | 0.0 | 15 | -8 | 29 | ? | -1
CC1=C(C(=O)N(C)C)CC(CC(=O)NC(c2ccccc2)c2ccccc2)C(=O)N1CCCN1CCCC1=O (stereo not drawn) | -4.0 | -2 | -0.1 | 0 | / | -11 | 2 | 17
Cc1cscn1 | -2.6 | -2 | / | / | / | 1 | -1 | -10
Cc1ccc(N2CCN(C(=O)C3CCC(=O)N(Cc4ccc(Cl)cc4)C3)CC2)c(C)c1 (stereo not drawn) | -2.3 | 7 | 0.0 | 3 | -2 | -47 | 4 | ?
Cc1cc(Br)cn2c(Cc3cccc(F)c3)c(C3CCCCC3)nc12 | 0.5 | 13 | / | 7 | / | 2 | 11 | -3
COC(=O)C1(N2CC3=C[C@@H]([C@@H](O)Cc4ccccc4)n4c(=O)n(C)c(=O)n4[C@@H]3[C@@H](C3CC3)O2)CCCC1 | 0.7 | -4 | / | -11 | / | / | -4 | 18
CCOC(=O)[C@]12CCC=C1N(Cc1ccc3c(c1)OCO3)C(=O)[C@H](CC(=O)NCc1cccs1)C2 | 1.3 | 6 | -0.1 | 4 | / | -42 | -2 | 1
COc1ccc(S(=O)(=O)N2CCN(C(=O)COc3ccc(C)c(C)c3)CC2)cc1OC | 2.6 | -4 | 0.0 | -109 | 0 | -11 | 10 | -14
Cc1nn(C)cc1S(=O)(=O)N1CCN(c2cccc(Cl)c2)CC1 | 1.8 | / | -0.1 | 10 | -5 | -11 | 3 | -1
Cc1cc(C)c(S(=O)(=O)N2CCOC23CCN(S(C)(=O)=O)CC3)c(C)c1 | 0.7 | -6 | 0.0 | 11 | / | / | -12 | -6
C[C@H](CO)N1C[C@H](C)[C@H](CN(C)C(=O)Nc2ccccc2F)Oc2ncc(-c3ccc(F)cc3)cc2C1=O | 2.7 | -6 | -1.0 | / | 13 | -18 | 0 | ?
Nc1ccccc1C(=O)NCc1ccc(Cl)cc1 | / | / | 0.3 | -13 | 0 | -6 | / | /
COc1cccc(S(=O)(=O)N(C)C[C@H]2Oc3ncc(C#CC(C)C)cc3C(=O)N([C@@H](C)CO)C[C@H]2C)c1 | / | 2 | -0.5 | -15 | 8 | -4 | 3 | -3
C[C@H](CO)N1C[C@H](C)[C@H](CN(C)Cc2ccc(-c3ccccc3)cc2)Oc2c(NC(=O)c3ccc(-c4nccs4)cc3)cccc2C1=O | 0.8 | 2 | -0.3 | -14 | -7 | -14 | 9 | 5
Cc1ccc(S(=O)(=O)N[C@@H]2CC[C@@H](CCNS(=O)(=O)Cc3ccccc3)O[C@H]2CO)cc1 | -2.6 | -5 | -0.4 | -1 | -2 | -8 | 0 | 7
Cc1ccc(S(=O)(=O)N[C@H]2CC[C@@H](CCn3cc(C4(O)CCCC4)nn3)O[C@H]2CO)cc1 | 0.6 | 4 | -0.1 | 0 | -3 | 1 | 2 | 19
Cc1ccccc1NC(=O)c1cccc(NC(=O)CCC(=O)O)c1 | -1.1 | -6 | 0.0 | 10 | -5 | 3 | 0 | 3
COc1ccc(Cl)cc1C(=O)NNC(=O)c1n[nH]c2ccccc12 | 1.6 | -16 | 0.0 | -5 | -6 | / | -3 | -6
